From PubChem BioAssay
PTHR1 ag = activates the human parathyroid hormone receptor PTHR1 | HEK293 GP2 PTHR1 cells, GloSensor cAMP luminescence, 1 h | Potency, µM (doses to about 115 µM), for the others: at the top dose activation, hits mostly activators | 410,000 tested, 0.075% active; also: nearly all actives have a fitted effect of over 55% in size; some results filed as inactive show a strong effect at the top dose; inactives centre near -15; many of its hits are not listed in these tables
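HEK-293-derived GP2 cells expressing PTHR1 and a GloSensor cAMP reporter, 3,000/well, plated overnight, given luciferin plus IBMX (each 0.5 mM as added) for 1 h at 37 °C, then compound for 1 h at 37 °C. Luminescence was read after 15 min at room temperature.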
EPAC1 antagonist = blocks human EPAC1 exchange factor. EPAC1 GEF assay, Rap1b-BODIPY-GDP exchange fluorescence. 360,000 tested, 0.14% active. Potency, µM (doses to about 115 µM), inactives show top-dose activity change, negative = inhibition, hits mostly inhibitors;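 also: plate controls were vehicle for no effect and positive control for full effect; nearly all actives have a fitted effect of over 50% in size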
EPAC1 ag = agonists of human EPAC1; O95398; EPAC1 agonist qHTS, biochemical assay; response scale: 100% = response to 6.5 mM cAMP; Potency, µM (doses to about 154 µM), inactives show top-dose activation, actives largely listed as activators; 360,000 tested, 0.073% active; also: nearly all actives have a fitted effect of over 60% in size
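EPAC1 100 nM, Rap1B–BODIPY-GDP 250 nM, unlabeled GDP 50 uM; compound titration; 5 min RT; kinetic read ex480/em540 at 5-min intervals ×30 min; data normalized to 6.5 mM cAMP agonist control.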
TDP43 rescue = inhibitors of TDP-43 toxicity in yeast | AID 652104 | 410,000 tested, 1.8% active | Potency, µM (top dose mostly 46.1 µM), inactives show at the top dose growth rescue (activation), usual class: activators | TDP-43 expressing yeast growth rescue, BacTiter-Glo, 24 h; also: % of control where 0% means no effect; nearly all actives have a fitted effect of over 50% in size
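In this qHTS, compounds that restore growth of yeast expressing TDP-43 appear as activators. Cells (OD600=0.02, galactose medium, raffinose-pregrown) are incubated with compound 24 hr at 30 deg C and growth is quantified by BacTiter-Glo.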
EPAC2 antagonist = antagonists of human EPAC2. Q8WZA2. EPAC2 GEF exchange of Rap1B-BODIPY-GDP, fluorescence. Potency, µM (top dose mostly 114 µM), without a hit: at the highest dose activity, negative = inhibition, hits mostly inhibitors. 360,000 tested, 0.18% active; also: % is scaled to controls: 0 for no effect and ±100 for the full control effect; nearly all actives have a fitted effect of over 45% in size; many of its hits are not listed in these tables
Target sequence (Q8WZA2 whole entry, looked up): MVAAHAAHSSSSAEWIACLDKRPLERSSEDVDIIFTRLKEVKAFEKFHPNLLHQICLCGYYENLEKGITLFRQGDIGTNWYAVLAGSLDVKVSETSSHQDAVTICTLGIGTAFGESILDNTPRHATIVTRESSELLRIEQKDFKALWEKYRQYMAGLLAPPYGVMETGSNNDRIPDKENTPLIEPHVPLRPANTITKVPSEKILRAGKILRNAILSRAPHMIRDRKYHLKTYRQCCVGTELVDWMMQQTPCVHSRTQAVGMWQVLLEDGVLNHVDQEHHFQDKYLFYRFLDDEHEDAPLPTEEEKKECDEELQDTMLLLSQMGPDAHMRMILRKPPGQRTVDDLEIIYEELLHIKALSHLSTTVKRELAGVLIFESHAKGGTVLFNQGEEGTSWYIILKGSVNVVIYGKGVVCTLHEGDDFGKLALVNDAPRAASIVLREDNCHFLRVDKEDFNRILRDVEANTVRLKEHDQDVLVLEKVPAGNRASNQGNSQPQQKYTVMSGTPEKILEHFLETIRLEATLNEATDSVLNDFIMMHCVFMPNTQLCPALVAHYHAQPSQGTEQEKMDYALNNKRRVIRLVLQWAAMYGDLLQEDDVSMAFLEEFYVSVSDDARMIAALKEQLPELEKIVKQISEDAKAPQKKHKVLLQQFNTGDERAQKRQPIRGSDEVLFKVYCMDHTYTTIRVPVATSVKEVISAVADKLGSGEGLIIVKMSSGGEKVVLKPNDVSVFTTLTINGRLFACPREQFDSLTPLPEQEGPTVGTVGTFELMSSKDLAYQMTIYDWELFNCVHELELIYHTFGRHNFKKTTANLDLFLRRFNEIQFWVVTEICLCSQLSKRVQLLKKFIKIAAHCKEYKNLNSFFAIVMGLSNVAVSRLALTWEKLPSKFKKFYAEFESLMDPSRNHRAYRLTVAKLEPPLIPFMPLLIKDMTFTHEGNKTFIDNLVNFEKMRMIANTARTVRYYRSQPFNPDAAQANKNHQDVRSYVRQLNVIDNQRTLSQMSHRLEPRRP
EPAC2 agonist = activates human EPAC2 exchange factor. EPAC2 activation, biochemical qHTS; response scale: 100% = 6.5 mM cAMP response. Potency, µM (doses to about 154 µM), inactives show top-dose activation, usual class: activators. 360,000 tested, 0.079% active; also: nearly all actives have a fitted effect of over 50% in size
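In this primary screen, activation is scored as increased exchange of BODIPY-GDP from Rap1B by 100 nM EPAC2, with 50 uM GDP as competitor. Signal is normalized to the 6.5 mM cAMP agonist control.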
aSyn yeast inh = rescues yeast growth from alpha-synuclein toxicity; Yeast expressing alpha-synuclein, growth rescue, BacTiter-Glo, 24 h; Potency, µM (highest dose often 46.1 µM), for inactives: top-dose growth rescue (activation), usual class: activators; 370,000 tested, 0.14% active; AID 652106; also: % of control where 0% means no effect; nearly all actives have a fitted effect of over 65% in size
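Rescue of yeast growth: cells expressing toxic alpha-synuclein, induced in galactose at OD600 0.02, incubated with compound 24 h at 30 C. ATP luminescence quantified growth; inhibitors of toxicity appear as activators.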
FUS suppressor = FUS proteinopathy suppression in yeast; S. cerevisiae FUS-expressing, growth rescue, OD600, 24 h; 390,000 tested, 0.24% active; Potency, µM (highest dose often 76.6 µM), for inactives: at the top dose growth rescue (activation), actives largely listed as activators;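 also: plate controls were DMSO vehicle for no effect and reference control for full effect; nearly all actives have a fitted effect of over 55% in size; some results filed as inactive show a strong effect at the top dose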
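Toxicity suppression screen in FUS-yeast. Cells induced with 2% galactose, starting OD 0.005, treated 24hr at 30C with compounds at multiple final concentrations; growth by OD600.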
* = called active by the depositor; i = inactive; ? = inconclusive; . = no result given; [ ] = another dose, or the depositor's remark. Calls follow the shape of the dose curve; as a rule, active = well fitted curve in the direction sought with a large enough effect; inconclusive = small, poorly fitted or top-dose-only effect, or another doubt; inactive = no such curve, though single readings can be large; an effect the other way counts as inactive or inconclusive. Potency is read from the fitted curve at half-maximal effect. Some of the compounds tested; the hit share may differ from the screen's.

[1] OC(COc1ccc2ccccc2c1Br)Cn1cnc(-c2ccccc2)c1 (centres undefined)
[2] CCC1=NN(C(=O)CCc2ccccc2O)C(O)(C(F)(F)F)C1 (centres undefined)
[3] CSc1cccc(NC(=O)N2CCN(C)CC2)c1
[4] CCOc1ccc(CCN2CN(C3CCCCC3)CNC2=S)cc1OCC
[5] Cc1cccc(NC(=O)NCc2ccc3[nH]c(C)cc3c2)c1
[6] COc1cc(/C=C/C(=O)N[C@@H](Cc2c[nH]c3ccccc23)C(=O)O)ccc1O
[7] CC(C)(C)c1ccc(C(=O)N2CCN(CCNC(=O)C(=O)Nc3ccc(F)cc3)CC2)cc1
[8] CCN=C(NS(=O)(=O)c1ccc(Br)cc1)c1ccc(Cl)cc1
screen / no.	1	2	3	4	5	6	7	8
PTHR1 ag	-1%[57.5 µM]	i	-18%	-4%	-14%	i	-49%[inhibitor]	-10%
EPAC1 antagonist	-13%	7%	10%	15%	-11%	-11%	10%	-1%
EPAC1 ag	6%	5%	8%	-3%	-12%	9%	0%	-4%
TDP43 rescue	5%	22%	3%	22%	-3%	-1%	-5%	9%
EPAC2 antagonist	-6%	-2%	15%	1%	-5%	4%	12%	14%
EPAC2 agonist	-2%	-6%	5%	0%	5%	1%	-11%	-1%
aSyn yeast inh	?	1%	1%	8%	-1%	0%	9%	1%
FUS suppressor	33%	-19%	-29%	3%	-7%	-21%	.	-46%

[9] Cc1ccc(NC(=O)CCCCCN2C(=O)[C@@H]3Cc4ccccc4CN3C2=O)cc1
[10] Cc1ccc(C(C(=O)NC2CCCCC2)N(C(=O)Cc2c[nH]c3ccccc23)c2ccccc2C)o1 (centres undefined)
[11] O=C(O)COCC(=O)NCc1nc(-c2ccc(C(F)(F)F)cc2)no1
[12] O=C(C[C@@H]1C/C=C/CCCC(=O)O[C@H](c2ccccc2)CNC1=O)N[C@H](CO)Cc1ccccc1
[13] Cn1c(=O)c2c(n(C)c1=O)=NC1(CCCCC1)ON=2
[14] CCCC12CN3CC(C)(CN(C1)C3c1ccco1)C2=O (centres undefined)
[15] Cc1cc(O)c(C(C)C)cc1NC1=NS(=O)(=O)c2ccccc21
[16] CCCCSCCCNC(=S)Nc1ccccc1C
screen / no.	9	10	11	12	13	14	15	16
PTHR1 ag	-66%[inhibitor]	-20%	-5%	i	i	-8%	-8%[57.5 µM]	-18%
EPAC1 antagonist	2%	3%	4%	?	2%	4%	0%	-5%
EPAC1 ag	-3%	-15%	7%	8%	-6%	1%	4%	6%
TDP43 rescue	10%	1%	17%	21%	-11%	12%	-5%	?
EPAC2 antagonist	-12%	12%	3%	9%	7%	-10%	-17%	-7%
EPAC2 agonist	4%	-14%	10%	4%	0%	-1%	-4%	12%
aSyn yeast inh	8%	1%	7%	1%	-6%	0%	0%	-8%
FUS suppressor	24%	5%	-6%	32%	-12%	-9%	4%	20%

[17] COc1ccc(NC(=O)c2cccc(-n3cnnn3)c2)cc1
[18] O=C1NNC(=O)C1c1ccccc1
[19] CCCCCC(=O)Nc1cc(S(=O)(=O)N2CCOCC2)ccc1Oc1ccc(OCC)cc1
[20] Cc1nnc(NC(=O)CSc2ncn(-c3ccccc3)n2)s1
[21] COc1ccc(CNC(=O)CCNC(=O)N2CCn3c2nc2ccccc23)cc1
[22] Cc1ccc(C)c(NC(=O)Cc2csc(-c3ccccc3)n2)c1
[23] CCOC(=O)CSc1n[nH]c(NC(=O)c2ccccc2)n1
[24] O=C(NC(=S)N1CCCC(O)C1)c1ccco1 (centres undefined)
screen / no.	17	18	19	20	21	22	23	24
PTHR1 ag	-1%[57.5 µM]	-8%	-7%	i	-6%	i	i	i
EPAC1 antagonist	0%	0%	4%	1%	5%	-8%	1%	0%
EPAC1 ag	5%	9%	-6%	1%	10%	1%	8%	6%
TDP43 rescue	-5%	2%	9%	-2%	8%	?	-11%	17%
EPAC2 antagonist	1%	-1%	-6%	17%	4%	-1%	-2%	6%
EPAC2 agonist	-3%	17%	4%	-2%	-7%	0%	0%	3%
aSyn yeast inh	-1%	-6%	-6%	7%	2%	0%	14%	0%
FUS suppressor	11%	-30%	3%	-9%	-18%	-6%	21%	1%

One compound at a time, as listed above. Order of screens: PTHR1 ag	EPAC1 antagonist	EPAC1 ag	TDP43 rescue	EPAC2 antagonist	EPAC2 agonist	aSyn yeast inh	FUS suppressor
`O=C(NC(=S)N1CCCC(O)C1)c1ccco1` (centres undefined) in the list: i	0%	6%	17%	6%	3%	0%	1%
`CCOC(=O)CSc1n[nH]c(NC(=O)c2ccccc2)n1` in the list: i	1%	8%	-11%	-2%	0%	14%	21%
`O=C1NNC(=O)C1c1ccccc1` in the list: -8%	0%	9%	2%	-1%	17%	-6%	-30%
`CCCCCC(=O)Nc1cc(S(=O)(=O)N2CCOCC2)ccc1Oc1ccc(OCC)cc1` in the list: -7%	4%	-6%	9%	-6%	4%	-6%	3%
`Cc1ccc(C)c(NC(=O)Cc2csc(-c3ccccc3)n2)c1` in the list: i	-8%	1%	?	-1%	0%	0%	-6%

New compounds follow
[25] Cc1ccc(S(=O)(=O)Nc2ccc(C(=O)NCc3cccnc3)cc2)cc1
[26] CCC(CC)C(=O)Nc1cc(NC(=O)C(CC)CC)cc(C(=O)O)c1
[27] CCOC(=O)[C@]12CCCC=C1N(Cc1ccco1)C(=O)[C@H](CC(=O)N1CCN(C(=O)C3CC3)CC1)C2
[28] COC(=O)c1cc(C(=O)OCC(=O)NC(=O)NCc2ccccc2)cc([N+](=O)[O-])c1
[29] O=[N+]([O-])c1cc(S(=O)(=O)N2CCOCC2)ccc1N1CCCC1
[30] Cc1ccc(OC2CCN(C(=O)[C@H]3O[C@@H](n4cnc5c(N)ncnc54)[C@H](O)[C@@H]3O)CC2)cc1
[31] COc1ccc(C(C)(C)C)cc1NC(=O)c1cncc(Br)c1
[32] O=C(NCC1CCCO1)c1ccccc1NS(=O)(=O)c1cccc([N+](=O)[O-])c1 (centres undefined)
screen / no.	25	26	27	28	29	30	31	32
PTHR1 ag	-14%	i	-19%	0%	i	-43%[inhibitor]	-56%[57.5 µM]	-17%
EPAC1 antagonist	2%	-8%	-18%	-21%	4%	2%	6%	-14%
EPAC1 ag	12%	0%	-1%	7%	7%	5%	-2%	5%
TDP43 rescue	3%	6%	19%	23%	3%	10%	-21%	7%
EPAC2 antagonist	8%	1%	3%	-1%	-9%	-5%	-5%	-1%
EPAC2 agonist	9%	-5%	4%	16%	2%	9%	10%	5%
aSyn yeast inh	0%	3%	1%	-2%	-2%	4%	8%	?
FUS suppressor	16%	-5%	8%	-11%	14%	6%	6%	3%

[33] CCN(CCCn1c(SCC#N)nc2ccccc2c1=O)c1ccccc1
[34] NCc1ccc2[nH]c(=O)[nH]c2c1
[35] CC(=O)c1sc(N/N=C/c2ccc(C(C)C)cc2)nc1C
[36] CCc1ccccc1Nc1nc(N)nc(COC(=O)CCNS(=O)(=O)c2ccccc2)n1
[37] COC(=O)c1c(NC(=O)c2nn(C)cc2Cl)sc2c1CCCC2
[38] C[C@]12CCC3c4ccc(OCC(=O)O)cc4CCC3C1CCC2=O (some centres undefined)
[39] CCN1CCN(CC(=O)Nc2ccc(Cl)c(S(=O)(=O)N(C)C)c2)CC1
[40] Cc1[nH]c2ccccc2c1/C=N/NC(=O)c1cc(C(C)C)[nH]n1
screen / no.	33	34	35	36	37	38	39	40
PTHR1 ag	-11%[57.5 µM]	-41%[inhibitor]	-7%	i	-5%[57.5 µM]	-14%	i	-21%
EPAC1 antagonist	10%	-12%	11%	-8%	0%	4%	-1%	-11%
EPAC1 ag	14%	-2%	-9%	?	7%	17%	0%	-1%
TDP43 rescue	?	3%	0%	0%	16%	19%	-1%	0%
EPAC2 antagonist	-1%	5%	-1%	-13%	-1%	-22%	-16%	6%
EPAC2 agonist	12%	7%	0%	9%	4%	3%	3%	6%
aSyn yeast inh	12%	-2%	1%	0%	-2%	15%	-13%	-1%
FUS suppressor	13%	-16%	7%	37%	6%	-11%	-16%	-12%

5 compounds out of the list above, sorted by the value under EPAC1 antagonist, highest first.
nr	SMILES	PTHR1 ag	EPAC1 antagonist	EPAC2 antagonist
35	CC(=O)c1sc(N/N=C/c2ccc(C(C)C)cc2)nc1C	-7%	11%	-1%
37	COC(=O)c1c(NC(=O)c2nn(C)cc2Cl)sc2c1CCCC2	-5%[57.5 µM]	0%	-1%
39	CCN1CCN(CC(=O)Nc2ccc(Cl)c(S(=O)(=O)N(C)C)c2)CC1	i	-1%	-16%
36	CCc1ccccc1Nc1nc(N)nc(COC(=O)CCNS(=O)(=O)c2ccccc2)n1	i	-8%	-13%
40	Cc1[nH]c2ccccc2c1/C=N/NC(=O)c1cc(C(C)C)[nH]n1	-21%	-11%	6%

(list continues)
[41] Cc1ccccc1-c1nc(CS(=O)(=O)CC(=O)N2CCc3ccccc32)c(C)o1
[42] Cc1noc(C)c1CCC(=O)N1CCCC(CCC(=O)NCc2ccc(F)c(F)c2)C1 (centres undefined)
[43] CN(c1ccccc1)S(=O)(=O)c1ccc(C(=O)N2CCCC(C(F)(F)F)C2)cc1 (centres undefined)
[44] Cc1sc2ncnc(N3CCOCC3)c2c1C
screen / no.	41	42	43	44
PTHR1 ag	i	-46%	-33%[inhibitor]	-23%[57.5 µM]
EPAC1 antagonist	-14%	-4%	-18%	6%
EPAC1 ag	-5%	5%	-1%	0%
TDP43 rescue	21%	-20%	14%	-11%
EPAC2 antagonist	-2%	5%	-16%	6%
EPAC2 agonist	5%	10%	4%	8%
aSyn yeast inh	-5%	3%	-3%	15%
FUS suppressor	-21%	-8%	.	29%

Sorted by molar mass (descending): part of the list above
[43] CN(c1ccccc1)S(=O)(=O)c1ccc(C(=O)N2CCCC(C(F)(F)F)C2)cc1 (centres undefined)
[41] Cc1ccccc1-c1nc(CS(=O)(=O)CC(=O)N2CCc3ccccc32)c(C)o1
[39] CCN1CCN(CC(=O)Nc2ccc(Cl)c(S(=O)(=O)N(C)C)c2)CC1
screen / no.	43	41	39
PTHR1 ag	-33%[inhibitor]	i	i
EPAC1 antagonist	-18%	-14%	-1%
EPAC1 ag	-1%	-5%	0%
TDP43 rescue	14%	21%	-1%
EPAC2 antagonist	-16%	-2%	-16%
EPAC2 agonist	4%	5%	3%
aSyn yeast inh	-3%	-5%	-13%
FUS suppressor	.	-21%	-16%
